Screening data: PubChem, National Center for Advancing Translational Sciences (NCATS)
ERK EGF inh: blocks ERK signaling stimulated by EGF; Potency, µM (titrated, usually from 11.5 µM), without a hit: at the top dose activity change, negative = inhibition, actives largely listed as inhibitors; AID 1454; 130,000 tested, 0.41% active; HEK293-V1b, EGF-stimulated phospho-ERK AlphaScreen; active = well fitted inhibition curve with a large enough effect; inconclusive = small, poorly fitted or top-dose-only effect, or effect the other way;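 note: plate controls were stimulated vehicle wells for no effect and unstimulated vehicle basal for full effect; nearly all actives have a fitted effect of over 55% in size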
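Readout: AlphaScreen signal for phosphorylated ERK in lysed HEK293 cells stably expressing V1b. Stimulus 25 nM EGF, 5 min, following 30 min compound exposure. Data scaled to DMSO basal and full EGF activation.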
The depositor's hits bear a star; ? = inconclusive; [ ] = another dose, or the depositor's remark. Potency is the fitted concentration of half-maximal effect.

SMILES | ERK EGF inh
COc1ccc(C2N3CC(C)(C)CN23)cc1 (configuration not stated) | -6.2%
O=C1CS[C@@H](c2ccccc2Cl)c2cc(Cl)ccc2N1 | 10.3%
c1ccc(N2CCC3(CCNCC3)CC2)cc1 | -8.4%
O=C(Nc1ccc(C(F)(F)F)cc1)OC1CN2CCC1CC2 (configuration not stated) | 9.5%[57.5 µM]
O=S(=O)(c1ccc(Cl)cc1Cl)N1CCCC1c1cccnc1 (configuration not stated) | 31.5%[57.5 µM]
N=C1c2ccccc2CN1c1ccc(F)c([N+](=O)[O-])c1 | 13.0%[57.5 µM]
O=C(CCCN1CCC2(CC1)C(=O)NCN2c1ccccc1)c1ccc(F)cc1 | ?
Cc1nn(Cc2ccccc2)c(Cl)c1C(=O)Nc1ccc(OC(F)(F)F)cc1 | -5.6%
COc1cc(CCN)ccc1O | 8.4%
CC[C@H]1CN2CCc3cc(OC)c(OC)cc3[C@@H]2C[C@@H]1C[C@H]1NCCc2cc(OC)c(OC)cc21 | ?
O=c1[nH]c(=S)[nH]c(O)c1N=Nc1cccc(S(=O)(=O)N2CCOCC2)c1 | 12.3%[57.5 µM]
CCCCc1nc2ccccc2c(=O)n1-c1ccc(O)cc1 | 2.6%

Arranged by molecular weight (rising): five of the compounds above
SMILES | ERK EGF inh
COc1ccc(C2N3CC(C)(C)CN23)cc1 (configuration not stated) | -6.2%
CCCCc1nc2ccccc2c(=O)n1-c1ccc(O)cc1 | 2.6%
O=C1CS[C@@H](c2ccccc2Cl)c2cc(Cl)ccc2N1 | 10.3%
Cc1nn(Cc2ccccc2)c(Cl)c1C(=O)Nc1ccc(OC(F)(F)F)cc1 | -5.6%
CC[C@H]1CN2CCc3cc(OC)c(OC)cc3[C@@H]2C[C@@H]1C[C@H]1NCCc2cc(OC)c(OC)cc21 | ?

The listing picks up, repeating the 2 entries before the break.
SMILES | ERK EGF inh
O=c1[nH]c(=S)[nH]c(O)c1N=Nc1cccc(S(=O)(=O)N2CCOCC2)c1 | 12.3%[57.5 µM]
CCCCc1nc2ccccc2c(=O)n1-c1ccc(O)cc1 | 2.6%
NCCCC(=O)OC1N=C(c2ccccc2Cl)c2cc(Br)ccc2NC1=O (configuration not stated) | 1.0%
c1cc2c(cc1C1OC[C@@H]3C(c4ccc5c(c4)OCO5)OCC13)OCO2 (some centres not stated) | 22.2%
Cc1ccc(N2C(=O)NC(=O)/C(=C\C=C\c3ccco3)C2=O)cc1 | ?
NC(=O)c1ccc(C(=O)Nc2ccc([As](=O)(O)O)cc2)cc1 | 3.1%[57.5 µM]
COC(=O)c1ccc(N2CCN(C)CC2)c([N+](=O)[O-])c1 | -1.3%
O=c1[nH]c(=S)n(-c2ccc(F)cc2)c(O)c1/C=N/N1CCOCC1 | 14.3%[57.5 µM]
COc1cc2c(cc1OC)[C@]13CCN4CC5=CCOC6CC(=O)N2[C@@H]1[C@@H]6C5C[C@@H]43 (some centres not stated) | 2.5%
C[C@@H]1O[C@H](O[C@@H]2CC[C@@]3(C=O)[C@H]4CC[C@@]5(C)[C@@H](C6=CC(=O)OC6)CC[C@@]5(O)[C@@H]4CC[C@]3(O)C2)C[C@H](O)[C@@H]1O | -12.5%[25.7 µM]
CCN1C[C@@]2(C)CC[C@@H](OC)[C@@]34C2C(O)[C@@]2(OCO[C@]25CC(OC)C2C[C@@]3(O)C5C2O)C14 (some centres not stated) | 5.5%
C/C(=C\[C@@H](N)C(=O)O)CP(=O)(O)O | -9.4%
CCNC(=O)[C@H]1O[C@@H](n2cnc3c(N)ncnc32)[C@H](O)[C@@H]1O | 8.91µM*
Cc1cccc(-n2c(C)nc3ccccc3c2=O)n1 | -11.9%

By substructure, the entries above containing an NH in an aromatic ring.
SMILES | ERK EGF inh
O=c1[nH]c(=S)[nH]c(O)c1N=Nc1cccc(S(=O)(=O)N2CCOCC2)c1 | 12.3%[57.5 µM]
O=c1[nH]c(=S)n(-c2ccc(F)cc2)c(O)c1/C=N/N1CCOCC1 | 14.3%[57.5 µM]

Next section.
SMILES | ERK EGF inh
c1cnc(N2CCCC3(CCNCC3)C2)nc1 | 11.9%
COc1ccc(OC)c(N=Cc2c(O)n(Cc3ccccc3)c(=S)[nH]c2=O)c1 | -2.1%[57.5 µM]
O=c1[nH]c(=O)n(Cc2ccco2)c(O)c1C=NCCN1CCNCC1 | -7.0%[57.5 µM]
CCN(CC)P(=O)(c1nccn1C)N(CC)CC | -2.1%
Oc1cc2c(cc1O)[C@H]1c3ccccc3CN[C@H]1CC2 | -1.6%
Nc1nc(SCCC(F)=C(F)F)n[nH]1 | -3.5%
Cn1c(O)c(C=NCCN2CCNCC2)c(=O)n(C)c1=O | 5.9%
CC(C)n1c(=O)c(C=Nc2ccc(F)cc2)c(O)n(Cc2ccco2)c1=O | 1.8%
COc1ccc2oc3c(c2c1)NC(=O)CN=C3c1ccccc1 | 3.1%
O=C1CCN(C(=O)C(Cl)Cl)N1 | 4.9%
CN1CCN(C(=O)Cc2ccccc2)CC1 | -18.2%[57.5 µM]
CC(C)C[C@H](NC(=O)[C@@H]1CCCN1C(=O)[C@@H](N)Cc1ccc(O)cc1)C(=O)NCC(N)=O | -11.5%[57.5 µM]
C=CCN1CC[C@]23c4c5ccc(O)c4OC2C(=O)CC[C@]3(O)C1C5 (some centres not stated) | 12.4%
O=C(Nc1cccc(Cl)c1)OC1CN2CCC1CC2 (configuration not stated) | -10.3%[57.5 µM]
CC(ON1CC1(C(F)(F)F)C(F)(F)F)(C(N)=O)C(N)=O (configuration not stated) | 0.7%
Clc1ccc(OCC#CCN2CCCCCC2)cc1 | -1.7%
COC(=O)C1=Nc2ccccc2/C1=C\c1c(O)n(-c2ccc(OC)cc2)c(=O)[nH]c1=O | ?
O=C(O)CCC1NCC2CC1CN1CCCCC21 (configuration not stated) | 11.2%
CCc1cccc(CC)c1N(COC)C(=O)CCl | 27.3%
COc1ccc(/C=C/c2cc(O)cc(O)c2)cc1 | 35.3%
C[C@H]1CCCC(=O)CCC/C=C/c2cc(O)cc(O)c2C(=O)O1 | 1.2%[57.5 µM]
CCCN1CCO[C@@H]2c3cc(O)ccc3OC[C@@H]21 | 3.1%
COc1cccc(CCNCc2cccc(C(F)(F)F)c2)c1 | -0.3%
Cc1[nH]c2ccccc2c1C(=O)C(=O)N1CCC2(CC1)OCCO2 | 2.5%
CC1(C)C2([N+](=O)[O-])CN3CC1([N+](=O)[O-])CN(C2)C3c1ccccn1 (configuration not stated) | 5.2%[57.5 µM]
COP(=O)(OC)[C@@H](O)C(Cl)(Cl)Cl | 2.9%[25.7 µM]
O=C(O)C1C2CCC(O2)C1C(=O)O (configuration not stated) | 14.8%
COc1ccc(C(C)=O)cc1CC(C(=O)c1ccc(Br)cc1)N(C)C (configuration not stated) | 4.1%
COc1ccc(-n2c(C)cc(C(=O)C[N+]34CCN(CC3)CC4)c2C)cc1 | 0.5%
COc1cccc(C2CC3C(=O)C=CC2N3Cc2ccccc2)c1 (configuration not stated) | -2.5%
COc1ccc(F)cc1C(=O)C1CCCN(Cc2cnc(C)s2)C1 (configuration not stated) | -12.2%[57.5 µM]
COc1cc2c(cc1OC)[C@H](C)NCC2 | -4.8%[25.7 µM]
CN1C2CCC1CC(OC(=O)c1ccc([N+](=O)[O-])cc1)C2 (configuration not stated) | 10.2%
O=C1NC(=O)C(=Cc2cc([N+](=O)[O-])ccc2N2CCCCC2)C(=O)N1 | 1.2%
O=[N+]([O-])c1ccc2nc(N3CCNCC3)ccc2c1 | 9.5%
COC1=CC2C3Cc4ccc(OC)c(O)c4[C@]2(CCN3C)CC1=O (some centres not stated) | 9.5%
ClC1=C(Cl)C(Cl)=C(Cl)C1=C/C=C/c1ccccc1 | 11.2µM*
O=C(COc1ccc(Cl)cc1)N(c1ccccc1Cl)C1CN2CCC1CC2 (configuration not stated) | 5.7%[57.5 µM]
CC/C=C\C/C=C\C/C=C\C/C=C\C/C=C\CCCC(=O)NCCO | 0.0%
Cc1nn(Cc2ccccc2Cl)c(Cl)c1C(=O)OCC(=O)NC(=O)NC1CCCCC1 | -0.3%
O=C(c1cc(C(=O)NCc2ccccc2)c(=O)n(Cc2ccccc2)c1)c1cc(Br)ccc1O | 11.8%
CC(C)=CCc1c(O)cc2c(c1O)C(=O)CC(c1ccc(O)cc1)O2 (configuration not stated) | ?
O=c1c2ccccc2nc(-c2ccccc2)n1-c1ccc(O)cc1 | -1.1%
Cc1ncc(CN2CCCC(C(=O)c3cccc(OC(C)C)c3)C2)s1 (configuration not stated) | -6.1%
CC(C)Cc1nc(N2CCNCC2)c(C#N)c2c1CCC2 | -7.4%[57.5 µM]
Cc1ccc(S(=O)(=O)CC(=O)c2cc(C)c(OC(=O)N(C)C)c(C)c2)cc1 | -6.9%
COc1cccc(OC)c1C1=NCC(=O)Nc2c1oc1ccc(Br)cc21 | -14.9%
C#CC1(O)CCC2C3CCC4=CC(=O)CCC4(C)C3CCC21C (configuration not stated) | 8.7%
CC1CN(c2ccc([N+](=O)[O-])cc2Cl)CCN1 (configuration not stated) | 8.1%
O=c1c2ccccc2nc(/C=C\c2ccccc2[N+](=O)[O-])n1-c1ccccc1O | -3.3%[57.5 µM]
NC(=S)N/N=C/c1coc2ccccc2c1=O | -6.3%
NC(Cc1ccccc1)c1nc(-c2ccccc2)no1 (configuration not stated) | -12.5%[57.5 µM]
CSc1nc(N)c(N=Nc2ccc([As](=O)(O)O)cc2)c(=O)[nH]1 | -8.9%[57.5 µM]
CS(=O)(=O)Nc1ccc(Cc2noc(-c3ccc4[nH]cc(CCN)c4c3)n2)cc1 | 2.9%[57.5 µM]
CCC(C)(C)n1nnnc1CN1CCC(n2c(C)nc3cc(C(F)(F)F)ccc32)CC1 | 7.1%
COc1ccc(C(c2ccc(OC)cc2)C(Cl)(Cl)Cl)cc1 | 28.9%
Cc1ccc(-c2nc(N3CCOCC3)s[n+]2-c2ccccc2)cc1 | 19.6%
CCCCn1nc(C)c(C(=O)O)c1Cl | -0.5%[57.5 µM]
CN1CCN(S(=O)(=O)c2ccc(Cl)nc2)CC1 | -1.5%
CC[C@H](CO)NC(=O)[C@H]1C=C2c3cccc4[nH]cc(c34)C[C@@H]2N(C)C1 | 5.0%[25.7 µM]

(listing goes on)
SMILES | ERK EGF inh
COC(=O)C1CN(C#N)N(c2ccc(Cl)cc2)C12c1ccccc1-c1ccccc12 (configuration not stated) | -1.4%
CCC(=NCc1cccnc1)c1c(O)n(-c2ccc(C)cc2)c(=O)[nH]c1=O | -1.5%[57.5 µM]
COc1ccc(C)cc1NC1=NC(C)(C)CS1 | 4.2%
CCOc1c(Cl)cc(CNC(C)C(O)c2ccccc2)cc1OC (configuration not stated) | -10.3%
CC12CN3CC(c4ccccc4)(CN(C1)C31CCCCC1)C2=O | 6.9%[57.5 µM]
CN1C(=O)C(=Cc2ccc(SC3CCCCC3)o2)C(=O)N(C)C1=O | -3.0%
CCCCC/C=C\C/C=C\CCCCCCCCCC(=O)NCCc1ccc(O)c(O)c1 | -1.9%
COc1ccc(Cn2c(O)c(/C=N/NC(=O)c3ccncc3)c(=O)[nH]c2=O)cc1 | -0.6%[57.5 µM]
COc1ccc(NC(=O)N2CC[C@@]3(CCCN(C(=O)Oc4ccccc4)C3)C2)cc1 | -5.6%
O=C(Cc1ccccc1)NC(Oc1ccccc1Cl)C(Cl)(Cl)Cl (configuration not stated) | 7.1%
O=C1NC(=O)C(CCc2ccncc2)(CCc2ccncc2)C(=O)N1Cc1ccccc1 | 3.2%
O=C1Nc2ccccc2Sc2ccccc21 | 7.8%
O=c1c2ccccc2nc(Cc2ccccc2)n1-c1ccc(O)cc1 | 5.9%
NCC1(CC(=O)O)CCCCC1 | 5.5%
CCOC(=O)C1(Cc2ccc(Cl)cc2)CCN(C(C)CCn2cccn2)CC1 (configuration not stated) | -2.5%[57.5 µM]
CC/C(CC(c1ccccc1)c1c(O)c2ccccc2oc1=O)=N\NC(N)=S (configuration not stated) | 10.9%
C[C@@]12CC[C@H]3[C@@H](CC[C@@H]4C[C@H]5S[C@H]5C[C@]43C)[C@H]1CC[C@H]2O | 0.3%[25.7 µM]
OC(c1ccccc1)(c1ccc(Cl)cc1)C1CN2CCC1CC2 (configuration not stated) | 0.7%[57.5 µM]
Cc1nn(Cc2ccccc2)c(Cl)c1C(=O)OCC(=O)Nc1cccc2ccccc12 | -5.2%
CCOc1ccc(Cl)cc1CNCCc1ccc(F)cc1 | -8.2%
CN(C)C(=O)Oc1cccc(OCc2n(C)c3ccccc3[n+]2C)c1 | -2.7%
CN1CCC(OC(=O)Cc2ccccc2)CC1 | -3.0%
Cc1cccc(OP(=O)(NCc2ccccc2)Oc2cccc(C)c2)c1 | -4.8%
CC1=NCCc2c1[nH]c1cc(O)ccc21 | ?

Three compounds drawn at random from those above:
SMILES | ERK EGF inh
NCCCC(=O)OC1N=C(c2ccccc2Cl)c2cc(Br)ccc2NC1=O (configuration not stated) | 1.0%
Nc1nc(SCCC(F)=C(F)F)n[nH]1 | -3.5%
CSc1nc(N)c(N=Nc2ccc([As](=O)(O)O)cc2)c(=O)[nH]1 | -8.9%[57.5 µM]

New compounds follow.
SMILES | ERK EGF inh
C[C@@H]1C[C@H]2OC(=O)C3(CO3)[C@H]2[C@H](O)[C@]2(C)C(=O)C3OC3[C@@H]12 (some centres not stated) | 3.1%[57.5 µM]
CN(C)[C@@H]1C(=O)C(C(N)=O)=C(O)[C@]2(O)C(=O)C3=C(O)c4c(O)cccc4[C@@](C)(O)[C@H]3[C@H](O)[C@@H]12 | 5.7%[25.7 µM]
CCCOc1ccc(N2C(=O)CC(N3CC=C(c4ccccc4)CC3)C2=O)cc1 (configuration not stated) | -61.8%
CC/C(=N\NC(=O)Nc1ccccc1)c1c(O)n(Cc2ccccc2)c(=O)[nH]c1=O | -8.4%[57.5 µM]
NC(=O)CN1CC(O)CC1=O (configuration not stated) | 5.5%
CN1CCN2c3ccc(N)cc3CC3(C(=O)NC(=O)NC3=O)C2C1 (configuration not stated) | 8.5%[57.5 µM]
C=CCN1C[C@H](C)N([C@H](c2ccc(C(=O)N(CC)CC)cc2)c2cccc(O)c2)C[C@H]1C | -14.2%

Some of the compounds tested (hit frequency here may not be typical).
